Compound activity (PubChem BioAssay)
GLS inhibitor: qHTS for Inhibitors of Glutaminase (GLS). Glutaminase kidney isoform, mitochondrial (Homo sapiens), O94925. GLS enzymatic activity, qHTS titration. Potency, µM (highest dose often 45.5 µM), without a hit: top-dose activity change, negative = inhibition, usual class: inhibitors. 410,000 compounds, 0.21% hits. AID 624170, 2012; further: potency means the concentration at half of the fitted maximal effect; on the % scale 0 is the no-effect control and ±100 the full control effect
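Coupled fluorescence readout: glutamate oxidase/HRP/Amplex Red detect glutamate formed by hKGA from L-glutamine (1 mM solution added). Buffer 45 mM KH2PO4 pH 8.2, 0.02% Tween-20; reads at t0 and 30 min RT.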
JMJD2A Tudor: qHTS Assay for Inhibitors of JMJD2A-Tudor Domain | Potency, µM (doses to about 114 µM), without a hit: top-dose activity change, negative = inhibition, hits mostly inhibitors | AlphaScreen JMJD2A-Tudor / H3K4me3 peptide binding | 390,000 compounds, 4.4% hits; further: potency means the concentration at half of the fitted maximal effect; on the % scale 0 is the no-effect control and ±100 the full control effect; nearly all actives have a fitted effect of over 50% in size
BAZ2B block: qHTS Assay for Inhibitors of BAZ2B; AlphaScreen BAZ2B-H3K14Ac peptide displacement; Potency, µM (doses to about 114 µM), for inactives: at the top dose activity change, negative = inhibition, actives largely listed as inhibitors; 360,000 compounds, 4.4% hits; further: potency means the concentration at half of the fitted maximal effect; on the % scale 0 is the no-effect control and ±100 the full control effect; nearly all actives have a fitted effect of over 60% in size
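AlphaScreen displacement of biotin-H3(5-23)K14Ac peptide (50 nM final) from BAZ2B (50 nM final) in PBS pH 7.4, 0.01% Tween-20; complex preformed 30 min RT, then compounds (top 110 uM) 30 min RT, beads 20 min dark.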
G9a inh: qHTS Assay for Inhibitors of Histone Lysine Methyltransferase G9a; Histone-lysine N-methyltransferase EHMT2 (Homo sapiens), Q96KQ7; G9a H3K9 monomethylation, AlphaScreen, 2 h; Potency, µM (series often up to 102 µM), for inactives: top-dose activity, negative = inhibition, usual class: inhibitors; 350,000 compounds, 8.8% hits; AID 504332, 2011; further: potency means the concentration at half of the fitted maximal effect; on the % scale 0 is the no-effect control and ±100 the full control effect; nearly all actives have a fitted effect of over 75% in size
Target sequence (Q96KQ7 913-1193 limits assumed): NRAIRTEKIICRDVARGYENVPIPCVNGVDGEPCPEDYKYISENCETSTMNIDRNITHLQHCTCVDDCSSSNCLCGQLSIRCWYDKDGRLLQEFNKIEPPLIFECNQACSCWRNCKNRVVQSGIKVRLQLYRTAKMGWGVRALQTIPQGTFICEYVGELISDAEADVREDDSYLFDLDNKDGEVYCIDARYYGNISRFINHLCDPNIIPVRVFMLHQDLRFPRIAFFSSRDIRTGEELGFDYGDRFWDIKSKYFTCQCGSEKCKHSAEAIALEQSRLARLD
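Chemiluminescent proximity detection of H3K9 monomethylation, read after 10 min bead incubation in the dark. Reaction: 20 nM G9a, 500 nM biotin-H3K9 peptide, 20 uM SAM cofactor, 2 h, room temperature, following 15 min enzyme-compound preincubation.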
PI4K2A inh: qHTS for small molecular inhibitors of PI4K2A; purified PI4K2A, ADP-Glo luminescence, 1 h; hits give low values; activity change, negative = inhibition, % at 76.9 µM; 420,000 compounds, 0.13% hits; in the data active means activity change below about -50%; inconclusive means mostly about -30% to -49%;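 further: -100% = wells without enzyme as full effect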
Target sequence (Q9BTU6 whole entry, looked up): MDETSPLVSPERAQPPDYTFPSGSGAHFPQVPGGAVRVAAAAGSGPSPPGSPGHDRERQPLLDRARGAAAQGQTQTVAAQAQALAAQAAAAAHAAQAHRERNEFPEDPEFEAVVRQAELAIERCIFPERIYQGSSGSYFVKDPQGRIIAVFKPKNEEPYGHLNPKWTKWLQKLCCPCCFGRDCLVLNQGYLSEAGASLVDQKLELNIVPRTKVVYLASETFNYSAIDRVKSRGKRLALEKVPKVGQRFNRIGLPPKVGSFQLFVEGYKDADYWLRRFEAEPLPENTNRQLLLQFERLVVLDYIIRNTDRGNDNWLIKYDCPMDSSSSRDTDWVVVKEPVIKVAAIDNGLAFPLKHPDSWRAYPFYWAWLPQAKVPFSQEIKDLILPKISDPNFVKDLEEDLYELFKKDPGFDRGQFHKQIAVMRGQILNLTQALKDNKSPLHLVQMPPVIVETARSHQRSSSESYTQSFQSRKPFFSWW
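PI4K2A activity was measured by ADP-Glo luminescence: enzyme (4 ug/mL stock) and phosphatidylinositol (1.2 mM stock) in Tris pH 7.5/MgCl2/EGTA/Triton X-100 buffer were reacted with ATP (300 microM stock) for one hour at ambient temperature.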
ALOX12 inh: Primary qHTS assay for inhibitors of human arachidonate 12S-lipoxygenase (ALOX12): Round 2 | purified 12hLO, xylenol orange hydroperoxide absorbance | Potency, µM (top dose mostly 108 µM), for inactives: at the top dose activity change, negative = inhibition, usual class: inhibitors | 580,000 compounds, 1.1% hits | AID 1671190, 2021; further: potency means the concentration at half of the fitted maximal effect; on the % scale 0 is the no-effect control and ±100 the full control effect
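Purified human 12hLO (150 nM final) in 25 mM Hepes, 0.01% Triton X-100, pH 7.0 was preincubated 15 min at room temperature with compound. Then 40 uM arachidonic acid was added, 30 min. Hydroperoxide was read by Fe-XO absorbance ratio 573/405 nm.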
RGS4 inhibitor: Inhibitors of Regulator of G Protein Signaling (RGS) 4: qHTS; Regulator of G-protein signaling 4 (Homo sapiens), P49798; Transcreener GDP fluorescence polarization, RGS4-accelerated GTP hydrolysis; Potency, µM (highest dose often 114 µM), inactives show at the top dose activity change, negative = inhibition, hits mostly inhibitors; 390,000 compounds, 0.039% hits; AID 504845, 2011; further: potency means the concentration at half of the fitted maximal effect; on the % scale 0 is the no-effect control and ±100 the full control effect; nearly all actives have a fitted effect of over 75% in size; some results filed as inactive show a strong effect at the top dose
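MLSMR compounds (23 nl, pin-transferred) preincubated 10 min at room temperature with a 500nM (2x) first reagent, then RGS4 at 900nM (2x) plus Transcreener GDP mix added; fluorescence polarization (620/688 nm) read before and after 90 min at 30 °C.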
ERG Ets-DNA blk: qHTS for Small Molecule Inhibitors of the ERG Ets/DNA interaction | Potency, µM (series often up to 76.9 µM), without a hit: top-dose FP activity, negative = inhibition, actives largely listed as inhibitors | AID 624246, 2012 | 370,000 compounds, 0.028% hits | fluorescence polarization, His-ERG Ets domain / labelled DNA; active means well fitted inhibition curve with a large enough effect in the polarisation, with a control signal flat; inconclusive means small, poorly fitted or top-dose-only effect, or effect the other way, or a change in a side signal; inactive means no such curve, though single readings can be large or run the other way; the % refers to the polarisation;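 further: polarization taken with two DNA probes labelled with fluorescein and Texas red; potency means the concentration at half of the fitted maximal effect; % of control where 0% means no effect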
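His-tagged ERG Ets domain (1 uM in the protein solution; 300mM KCl, 50mM Tris-HCl, 1mM EDTA, 1mM DTT, pH 7.5) received compound, then a probe mix of 5 nM fluorescein-DNA and 100nM Texas-615-DNA. Fluorescence polarization was read for both dyes.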
HP1b chromo inh: HTS for Inhibitors of HP1-beta Chromodomain Interactions with Methylated Histone Tails | AID 540317, 2011 | 390,000 compounds, 0.56% hits | Chromobox protein homolog 1 (Homo sapiens), P83916 | Potency, µM (top dose mostly 114 µM), for inactives: top-dose activity change, negative = inhibition, most hits filed as inhibitors | AlphaScreen HP1-beta / biotin-H3K9me3 peptide binding; further: potency means the concentration at half of the fitted maximal effect; nearly all actives have a fitted effect of over 70% in size; inactives centre near 23
Target sequence (P83916 whole entry, looked up): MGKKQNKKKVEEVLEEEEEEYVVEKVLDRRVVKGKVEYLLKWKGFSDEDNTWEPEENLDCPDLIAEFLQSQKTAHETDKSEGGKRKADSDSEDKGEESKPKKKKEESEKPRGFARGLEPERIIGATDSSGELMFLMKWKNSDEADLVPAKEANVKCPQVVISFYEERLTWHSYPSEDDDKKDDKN
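AlphaScreen: HP1-beta (50 nM) preformed 30 min with biotin-H3(1-18)K9me3 peptide (50 nM) in PBS pH 7.4, 0.01% Tween-20. Compound added for 30 min at RT, then streptavidin donor/nickel chelate acceptor beads (10 ug/mL) for 30 min.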
* hit, by the source's call; ? = inconclusive; · = no result given; & = joins results of further samples; ! = not active in a repeat; [ ] = another dose, or the depositor's remark. Unless noted, the call rests on the fitted dose curve; in most records, active means well fitted curve in the direction sought with a large enough effect; inconclusive means small, poorly fitted or top-dose-only effect, or another doubt; inactive means no such curve, though single readings can be large; an effect the other way counts as inactive or inconclusive.

BAZ2B block,PI4K2A inh,G9a inh,ERG Ets-DNA blk,GLS inhibitor,HP1b chromo inh,ALOX12 inh,JMJD2A Tudor,RGS4 inhibitor,mol
-16.3%,2.7,0.4%,-15.4%,-4.1%,40.0%[activator],-2.3%,-14.3%,15.0%,CC1C=CCC2C(=O)N(c3ccccc3OC(=O)c3cccs3)C(=O)C12 (stereo unspecified)
·,-9.1,·,-4.5%,-18.7%,?,?,50.1µM*,-52.1%,Cc1[nH]c(N)nc(=S)c1CCCNc1ccccc1
-11.5%,4.5,15.8%,9.7%,-6.3%,14.2%,-9.7%,-14.3%,37.0%,Cc1cccc[n+]1CC(=O)Nc1ccc([N+](=O)[O-])cc1
-34.1%,-11.0,8.4%[59 µM],13.1%,-0.3%,25.9%,10.4%,-2.0%,-9.0%,O=C(CCn1c(=O)c2ccccc2n(CC(=O)NC2CCCC2)c1=O)NCc1ccco1
-1.6%,9.7,2.7%[0.0925 µM],5.0%,-1.9%,55.7%[activator],-3.5%,-12.2%[11.4 µM],8.5%[11.4 µM],C/C(CC(=O)NCCCN1CCOCC1)=N\NC(=O)COc1ccc(Cl)cc1
-16.5%,1.8&-2.6&0.7,25.1µM*!,-2.8%,2.6%&11.1%,31.7%,?,-18.7%,6.2%[56.9 µM],NC(=O)c1ncn([C@@H]2O[C@H](CO)[C@@H](O)[C@H]2O)c1O
3.6%,4.2,-2.3%,-4.1%,2.7%,19.6%,3.1%,-15.6%,0.4%,Cc1cccc(N2C(=O)CSC23CCCCC3)c1
-1.2%,-5.1,7.4%,1.4%,-0.1%,44.3%[activator],16.5%,6.0%,-15.9%,Cc1ccc(-c2nc(C(F)(F)F)cc(=O)[nH]2)cc1
-16.0%,-1.1,-3.8%[59 µM],-2.6%,-4.1%,19.8%,-15.0%,-10.1%,-0.6%,Cc1ccccc1C(=O)NC1(C(F)(F)F)N=C(c2ccccc2)N(C2CCCCC2)C1=O (stereo unspecified)
?,-2.5,-19.4%[59 µM],-0.1%,17.3%,22.0%,-2.4%,44.7µM*,-0.7%,C#CCOCCOCCOCCNc1nc(N2CCN(C(=O)[C@H]([C@@H](C)CC)n3cc([C@@H](N)Cc4ccc(O)cc4)nn3)CC2)nc(N2CCN(C(=O)[C@H]([C@@H](C)CC)n3cc([C@@H](N)CC(C)C)nn3)CC2)n1
0.0%,2.7,14.4%[59 µM],-6.0%,-0.7%,28.9%,-22.9%,2.1%,-7.3%,CN(C(=O)CN1CCC(NC(=O)c2ccccc2Br)CC1)C1CCCCC1
-26.2%,2.4,-15.3%[59 µM],-1.0%,1.1%,29.1%,-7.5%,-20.4%,-3.5%,CCS(=O)(=O)Nc1cc(-c2cn3ccc(C)cc3n2)ccc1C
?,3.1,11.2µM*,-1.8%,45.6%[activator],-4.9%,4.2%,-32.8%,-34.8%,CCC(c1nnnn1CCc1ccccc1)N1CCN(c2ccc(OC)cc2)CC1 (stereo unspecified)
-36.1%,-3.4,?,-1.2%,14.7%,6.4%,3.0%,-32.8%,2.3%,O=C(CNc1cccc2ccccc12)N/N=C/c1ccc(C(=O)O)cc1
·,-1.7,4.3%[59 µM],-2.2%,-4.3%,44.0%[activator],0.0%,8.9%,-24.5%,Cc1nn(-c2ccccc2)c2sc(C(=O)n3cccn3)cc12
3.4%,1.3,-4.5%,·,-6.8%,10.3%,-11.0%,-0.7%,9.0%,Cc1c(NC(=S)NC(=O)c2ccco2)c(=O)n(-c2ccccc2)n1C
-8.5%,-2.0,?,-6.0%,-7.1%,69.5%[activator],?,89.1µM*,-9.0%,O=C1CN=C(Nc2ccccc2Cl)N1Cc1ccc2c(c1)OCO2
·,-3.2,·,-7.7%,-11.1%,23.4%,9.1%,-6.9%,-8.1%,O=C(CCSCCC(=O)NN=Cc1cccc(Cl)c1)NN=Cc1cccc(Cl)c1
3.5%,-6.1,15.1%[59 µM],-1.3%,5.2%,50.4%[activator],16.6%,-0.3%,-17.5%,O=C(NCc1ccccc1Cl)c1cc2c(s1)-c1ccccc1SC2
-3.8%,-2.8,4.5%[59 µM],0.3%,-0.5%,62.2%[activator],?,1.3%,-15.7%,CN(C(=O)COC(=O)c1cc(S(=O)(=O)N2CCCCC2)ccc1Cl)c1ccccc1
0.1%,-1.8,3.98µM*,-1.6%,-13.7%,15.5%,?,3.55µM*,-5.4%,S=c1[nH]nc(-c2cccnc2)n1/N=C/c1cccs1
?,0.1,16.3%[12.7 µM],0.9%,2.2%,23.2%,3.6%,-19.2%,-3.0%,N=C1C(c2nc3ccccc3[nH]2)=C(O)CN1c1ccc(CC(=O)O)cc1
-6.9%,0.3,16.1%,-13.1%,-4.9%,45.3%[activator],-2.7%,-3.4%,2.6%[11.4 µM],COc1cccc(-n2nc(C(C)=O)c(C#N)c2-c2ccco2)c1
-19.3%&-2.2%,-4.1&-0.7,-8.3%,-2.0%&4.5%,-3.7%&0.3%,29.1%&17.8%,-0.8%&0.0%,-12.5%&-5.6%,14.2%&31.8%,Cn1c(=O)oc2cc(S(=O)(=O)N3CCC(C(=O)NCc4ccccc4Cl)CC3)ccc21
-3.0%,3.5,31.6µM*,-1.0%,-29.9%,?,-19.5%,25.1µM*,?,CCCCN(C)C(=O)Cc1c(OC)ccc2cc(Br)ccc12

Reprinted from the part before: two entries, then new ones.
BAZ2B block,PI4K2A inh,G9a inh,ERG Ets-DNA blk,GLS inhibitor,HP1b chromo inh,ALOX12 inh,JMJD2A Tudor,RGS4 inhibitor,mol
-19.3%&-2.2%,-4.1&-0.7,-8.3%,-2.0%&4.5%,-3.7%&0.3%,29.1%&17.8%,-0.8%&0.0%,-12.5%&-5.6%,14.2%&31.8%,Cn1c(=O)oc2cc(S(=O)(=O)N3CCC(C(=O)NCc4ccccc4Cl)CC3)ccc21
-3.0%,3.5,31.6µM*,-1.0%,-29.9%,?,-19.5%,25.1µM*,?,CCCCN(C)C(=O)Cc1c(OC)ccc2cc(Br)ccc12
-0.9%,-17.3,3.6%,2.1%,2.1%,11.2%,-8.1%,-15.7%,26.9%,CN(c1cccc(NC(=O)CN(c2ccc(F)cc2)S(C)(=O)=O)c1)S(C)(=O)=O
?,10.6,-39.8%[59 µM],3.4%,7.8%,9.2%,0.0%,-1.5%,-8.4%,COc1cccc(NC(=O)Cn2c(=O)n(CCCC(=O)NCc3ccco3)c(=O)c3ccccc32)c1
-19.4%,0.2,-10.0%[59 µM],9.2%,3.3%,23.0%,2.8%,-6.9%,-7.5%,COc1ccc(/C=C(\NC(=O)c2ccccc2Cl)C(=O)NCCCC(=O)O)cc1
?,-9.3,6.31µM*,-6.1%,?,-13.1%,?,11.2µM*,?,CCCCn1cnc2c(=S)nc(N)[nH]c21
-11.1%,-6.9,1.6%[59 µM],-8.0%,-2.8%,38.4%,-17.8%,2.5%,5.2%,COCC(=O)Nc1cccc(-c2ccc3nncn3n2)c1
-14.1%,1.6,34.6%,0.7%,-0.6%,34.1%,4.8%,12.4%,12.0%,COc1ccc(NS(=O)(=O)c2ccc3c(c2)CCO3)cc1
-3.4%,6.2,30.0%[activator],7.5%,1.1%,4.6%,7.0%,-12.4%,-16.3%,Cc1ccc2nsnc2c1S(=O)(=O)N1CCN(C)CC1
-2.8%,0.0,16.7%[12.7 µM],-6.2%,-1.0%,28.1%,?,7.6%,-11.4%,CN1C(C(=O)NCc2ccccc2)CC2Cn3c(nc4cc(Cl)c(Cl)cc43)C21 (stereo unspecified)
5.2%,2.2,11.4%,0.0%,0.4%,19.4%,0.0%,-2.9%,24.3%,CC(C)[C@@H]1CC[C@@H](C)c2c(-c3ccccc3)n[nH]c21
39.8µM*,-0.6,39.8µM*,1.4%,201.9%[activator],56.2µM*,17.8µM*,15.8µM*,12.4%,O=C(O)c1ccc(NC(=S)NC(=O)c2ccc(-c3ccc(Br)cc3)o2)cc1
32.4%[activator],0.1,26.5%[59 µM],·,-16.6%,28.5%,18.4%,3.7%,3.8%,COC(=O)COc1ccc2occ(C(C)=O)c2c1
?,-0.1,?,3.2%,4.8%,45.0%[activator],0.5%,-10.7%,0.4%,CC(/C=C/c1ccco1)=N\NC(=O)CNc1cccc(C)c1
-18.0%,-4.7,-13.2%[59 µM],7.8%,-4.7%,44.1%[activator],-12.1%,-4.8%,1.2%,O=C1C2C3C=CC([C@@H]2C(=O)N1c1nccs1)C31CC1 (stereo partly specified)
-4.0%,-3.4,35.4%,2.5%,-9.6%,40.9%[activator],13.3%,-2.2%,0.9%,O=C(NCc1ccc(F)cc1)C1CCCN1C(=O)Nc1ccc(F)cc1 (stereo unspecified)
-19.5%,-0.5,7.94µM*,13.5%,-9.3%,-0.1%,?,31.6µM*,-24.9%,CC(C)(C)c1ccc(-c2n[nH]c(=S)n2CC2CCCO2)cc1 (stereo unspecified)

The list is partial. The share of hits here may be higher or lower than overall.
